High-throughput results as filed in PubChem.
CCR6 antag: CCR6 receptor antagonists, primary screen, cell-based, CHO-K1, luminescence, beta-arrestin, uHTS; hit rate 0.49% among 340,000; inhibition, % at 20 µM; C-C chemokine receptor type 6 (Homo sapiens), P51684; CHO-K1 CCR6 PathHunter beta-arrestin, CCL20-stimulated;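 active = compounds whose inhibition of the agonist-driven luminescence signal at 20 µM reaches about 50%, limit read from the data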;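 also: cells stimulated with CCL20 at 14 nM final; plate controls were DMSO with CCL20 for no effect and DMSO without agonist for full effect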
Target sequence (P51684 whole entry, looked up): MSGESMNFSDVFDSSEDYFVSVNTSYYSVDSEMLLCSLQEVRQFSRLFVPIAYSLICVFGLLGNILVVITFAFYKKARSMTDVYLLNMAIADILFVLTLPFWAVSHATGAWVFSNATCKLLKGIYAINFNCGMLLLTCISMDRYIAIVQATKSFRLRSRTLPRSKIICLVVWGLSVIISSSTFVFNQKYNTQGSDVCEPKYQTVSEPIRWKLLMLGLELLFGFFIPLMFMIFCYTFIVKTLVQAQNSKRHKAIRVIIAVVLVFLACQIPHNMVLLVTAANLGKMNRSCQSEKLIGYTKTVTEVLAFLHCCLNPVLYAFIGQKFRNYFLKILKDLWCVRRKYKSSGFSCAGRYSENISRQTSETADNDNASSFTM
697 NFkB inh: inhibitors of PMA/ionomycin-induced NF-kB reporter, 697 cells, primary screen, B-cell NF-kB inhibitor project, cell-based, luminescence, uHTS. AID 435022, 2010. inhibition, % at 4 µM. 697 B-cell NF-kB luciferase reporter, 16 h. hit rate 0.33% among 330,000; in the data active = inhibition above about 35%
APJ antagonist: antagonists of human apelin receptor APJ, primary screen, CHO-K1 cells, beta-arrestin complementation, luminescence; P35414; inhibition, % at 20 µM; hit rate 0.32% among 330,000; AID 2521, 2010;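 active = inhibition above about 40% at 20 µM, limit read from the data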;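 also: cells challenged with 10 nM apelin-13 agonist together with compound; plate controls were apelin-13 plus DMSO wells for no effect and DMSO wells lacking apelin-13 for full effect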
EBI2 antag: EBI2 receptor antagonists, beta-arrestin recruitment, primary screen, cell-based, luminescence, 7a,25-OHC stimulation, uHTS. hit rate 0.81% among 360,000. inhibition, % at 5 µM. AID 651636, 2012. 7a,25-OHC stimulated; in the data active = inhibition above about 38%;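 also: enzyme fragment complementation signal reports receptor beta-arrestin coupling in cells; 0% = agonist plus DMSO wells and 100% = wells without agonist; some results beyond the cut were filed as inactive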
Target sequence (P32249 whole entry, looked up, the tested form may be a part): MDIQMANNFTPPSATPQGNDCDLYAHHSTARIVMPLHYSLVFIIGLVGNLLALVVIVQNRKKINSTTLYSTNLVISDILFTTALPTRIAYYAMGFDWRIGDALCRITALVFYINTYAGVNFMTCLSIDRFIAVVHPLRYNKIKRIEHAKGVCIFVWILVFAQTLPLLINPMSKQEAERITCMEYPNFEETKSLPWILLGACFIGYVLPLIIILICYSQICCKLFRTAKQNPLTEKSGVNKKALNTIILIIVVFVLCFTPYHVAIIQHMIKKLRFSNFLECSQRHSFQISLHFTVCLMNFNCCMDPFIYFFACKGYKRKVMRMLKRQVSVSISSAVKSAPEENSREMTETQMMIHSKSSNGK
CXCR6 inh: CXCR6 receptor inhibitors, primary screen, cell-based, beta-arrestin, luminescence, CHO-K1 PathHunter, 1536-well; C-X-C chemokine receptor type 6 (Homo sapiens), O00574; inhibition, % at 20 µM; hit rate 0.36% among 360,000; in the data active = inhibition above about 34%, passing the limit was not always enough;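 also: antagonist mode with CXCL16 agonist at 10 nM final; 0% = 10 nM CXCL16 with DMSO and 100% = unstimulated wells without agonist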
Jurkat NFkB inh: inhibitors of induced NF-kB luciferase reporter, primary screen, TCR NF-kB activation inhibitor project, cell-based, luminescence, uHTS; inhibition, % at 4 µM; AID 435003, 2010; Jurkat, PMA/ionomycin-induced NF-kB luciferase reporter; hit rate 0.53% among 330,000; in the data active = inhibition above about 50%
UBC13 polyUb: UBC13 polyubiquitin chain formation inhibitors, primary screen, biochemical, TR-FRET, uHTS | Ubiquitin-conjugating enzyme E2 N (Homo sapiens), P61088 | inhibition, % at 20 µM | hit rate 0.47% among 330,000; in the data active = inhibition above about 45%, passing the limit was not always enough
Gli-Sufu antag: Gli-Sufu pathway antagonists, primary screen, luciferase luminescence, Sufu-KO-LIGHT cells, uHTS; Sufu-KO-LIGHT fibroblasts, Gli luciferase reporter luminescence; inhibition, % at 5 µM; hit rate 0.74% among 340,000; AID 588413, 2011;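 active = inhibition above about 55%, limit read from the data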;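 also: 0% = DMSO-treated cells and 100% = wells with medium but no cells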
* marks the source's active call; other numbers are inactive results; / = not tested or not shown.

SMILES	CCR6 antag	697 NFkB inh	APJ antagonist	EBI2 antag	CXCR6 inh	Jurkat NFkB inh	UBC13 polyUb	Gli-Sufu antag
COc1ccc(NC(=O)CSc2nccn2C)cc1S(N)(=O)=O	-3	14	3	-3	-4	-3	2	-10
Cc1cccc(NC(=O)/C(C#N)=C\c2cccnc2)c1	-22	12	9	2	3	4	12	-3
CCn1c(SCC(=O)NCc2ccccc2)nc2ccccc2c1=O	0	10	18	2	3	2	4	3
CCCOc1ccc(C(=O)OCCN2CCCCC2)c(O)c1	3	-18	5	-8	6	-14	-2	10
O=C(Nc1ccc(C(=O)NCC2CCN(Cc3ccccc3F)CC2)cc1)C1=CSCCO1	-2	6	23	-12	10	-28	25	16
CC(C)N(Cc1ccccc1)C(=S)NC(=O)C1(C)CC1(Cl)Cl (stereo unspecified)	14	-9	22	-1	9	6	13	6
CC(C)[C@H](NS(=O)(=O)c1ccccc1)C(=O)OCC(=O)Nc1cccc(S(N)(=O)=O)c1	-1	5	-1	-6	7	-11	-1	-6
Cc1ccc([C@@H]2CC=C(C(=O)O)[C@H](c3cccc(Cl)c3)N2S(=O)(=O)c2ccccc2C)cc1	7	-2	2	-6	13	-9	-31	-3
COc1ccc(NC(=O)C(=O)Nc2cccc3cccnc23)c(OC)c1	10	17	12	6	-2	-3	-3	20
COc1ccc(C(=O)N2CCCc3ccccc32)cc1Br	13	-1	-17	12	-5	1	-2	4
COc1ccccc1Nc1nc(N)nc(CSC(=S)N2CC(C)CC(C)C2)n1 (stereo unspecified)	-11	-1	-21	0	-15	-8	3	9
CC(C)COc1ccc(-c2cc(C(=O)NN)[nH]n2)cc1	0	-113	-29	-9	14	-83	-4	-37
Cn1c(CCNC(=O)c2ccco2)nc2cc(NS(=O)(=O)c3ccc(Cl)cc3)ccc21	-1	5	8	-10	-6	11	-8	8
Cc1ccc(NC(=O)/C(Cl)=C/c2ccccc2)cc1C	39	-161	4	15	4	-155	2	-103
O=C1C(Cl)=C(NCCCO)C(=O)c2ccccc21	9	-6	-33	-3	-4	-11	-494	10
CSc1nc(-c2ccco2)cc(-c2ccccc2)c1C#N	9	13	4	-33	5	2	-2	-2
Cc1cc(C(=O)COc2ccc(Br)cc2F)c(C)n1C1CC1	29	-37	1	7	-7	-9	7	-9
CC(C)Nc1ccc(Nc2ccnc3cc4ccccc4cc23)cc1	23	-30	10	24	12	-3	-93	11
Cc1ccc(CNCC(=O)Nc2ccc(C)cc2Br)cc1	-3	5	8	-11	-8	7	13	-1
NC(=O)c1ncn([C@@H]2O[C@H](CNS(=O)(=O)c3cc4ccccc4s3)[C@@H](O)[C@H]2O)n1	17	/	/	3	2	/	/	0
Cc1ccc(C(=O)/C=C/Nc2cccc(O)c2)cc1	11	-109	-2	8	7	-70	-6	-49
CCN(CC(=O)Nc1ccccc1OC)CC(=O)Nc1sccc1C#N	2	4	-2	8	2	2	26	6
CC(C)Nc1nc(NC(N)=S)nc(NC(C)(C)C)n1	11	12	24	2	4	-5	30	0
COc1ccc(N2C(=O)CC(C)(C)CC2=O)cc1OC	2	0	9	9	-3	1	4	1
COc1ccc(S(=O)(=O)N(C)C)cc1NC(=O)CN1CCN(C(=O)C2CC2)CC1	3	6	7	-13	-6	13	-3	-9
O=C(CN1C(=O)CCC1=O)NNc1ccc2ccccc2c1	0	-87	4	2	4	-60	10	-5
CCN1CCN(Cc2cccc(Oc3ccccc3)c2)CC1	-8	-12	3	4	-5	4	8	8
COc1cccc(NC(=O)CN(C)C(=O)COc2cc(C)ccc2Cl)c1	6	7	-52	2	4	-23	0	-18
CC1CC(C)CN(C(=O)/C=C/c2ccc([N+](=O)[O-])s2)C1 (stereo unspecified)	4	/	/	11	-4	/	/	9
C[C@@H](NC(=O)c1nc[nH]c1C(=O)N1CCc2ccccc2C1)c1ccccc1	2	2	4	-7	8	12	20	-5
CCOc1ccc(N(Cc2cc3cc(OC)ccc3[nH]c2=O)S(C)(=O)=O)cc1	-1	7	16	-5	-2	-1	7	-3
O=C(Cc1ccccc1)Nc1cccc([N+](=O)[O-])c1	0	5	17	-7	4	14	6	-6

A stretch of the results above, as a working copy:
SMILES	CCR6 antag	697 NFkB inh	APJ antagonist	EBI2 antag	CXCR6 inh	Jurkat NFkB inh	UBC13 polyUb	Gli-Sufu antag
O=C1C(Cl)=C(NCCCO)C(=O)c2ccccc21	9	-6	-33	-3	-4	-11	-494	10
CSc1nc(-c2ccco2)cc(-c2ccccc2)c1C#N	9	13	4	-33	5	2	-2	-2
Cc1cc(C(=O)COc2ccc(Br)cc2F)c(C)n1C1CC1	29	-37	1	7	-7	-9	7	-9
CC(C)Nc1ccc(Nc2ccnc3cc4ccccc4cc23)cc1	23	-30	10	24	12	-3	-93	11
Cc1ccc(CNCC(=O)Nc2ccc(C)cc2Br)cc1	-3	5	8	-11	-8	7	13	-1
NC(=O)c1ncn([C@@H]2O[C@H](CNS(=O)(=O)c3cc4ccccc4s3)[C@@H](O)[C@H]2O)n1	17	/	/	3	2	/	/	0
Cc1ccc(C(=O)/C=C/Nc2cccc(O)c2)cc1	11	-109	-2	8	7	-70	-6	-49
CCN(CC(=O)Nc1ccccc1OC)CC(=O)Nc1sccc1C#N	2	4	-2	8	2	2	26	6
CC(C)Nc1nc(NC(N)=S)nc(NC(C)(C)C)n1	11	12	24	2	4	-5	30	0
COc1ccc(N2C(=O)CC(C)(C)CC2=O)cc1OC	2	0	9	9	-3	1	4	1
COc1ccc(S(=O)(=O)N(C)C)cc1NC(=O)CN1CCN(C(=O)C2CC2)CC1	3	6	7	-13	-6	13	-3	-9
O=C(CN1C(=O)CCC1=O)NNc1ccc2ccccc2c1	0	-87	4	2	4	-60	10	-5
CCN1CCN(Cc2cccc(Oc3ccccc3)c2)CC1	-8	-12	3	4	-5	4	8	8
COc1cccc(NC(=O)CN(C)C(=O)COc2cc(C)ccc2Cl)c1	6	7	-52	2	4	-23	0	-18
CC1CC(C)CN(C(=O)/C=C/c2ccc([N+](=O)[O-])s2)C1 (stereo unspecified)	4	/	/	11	-4	/	/	9
C[C@@H](NC(=O)c1nc[nH]c1C(=O)N1CCc2ccccc2C1)c1ccccc1	2	2	4	-7	8	12	20	-5
CCOc1ccc(N(Cc2cc3cc(OC)ccc3[nH]c2=O)S(C)(=O)=O)cc1	-1	7	16	-5	-2	-1	7	-3
O=C(Cc1ccccc1)Nc1cccc([N+](=O)[O-])c1	0	5	17	-7	4	14	6	-6

Single records, as listed above. Order of values: CCR6 antag, 697 NFkB inh, APJ antagonist, EBI2 antag, CXCR6 inh, Jurkat NFkB inh, UBC13 polyUb, Gli-Sufu antag
Listed for C[C@@H](NC(=O)c1nc[nH]c1C(=O)N1CCc2ccccc2C1)c1ccccc1 → 2, 2, 4, -7, 8, 12, 20, -5
Listed for COc1ccc(S(=O)(=O)N(C)C)cc1NC(=O)CN1CCN(C(=O)C2CC2)CC1 → 3, 6, 7, -13, -6, 13, -3, -9
